Compound activity as filed in PubChem BioAssay.
Hck Nef HTS: inhibitors of Nef-activated human Hck kinase, primary screen, biochemical, Z-Lyte FRET, 384-well, Hck-YEEI; Tyrosine-protein kinase HCK (Homo sapiens), P08631; Recombinant Hck-YEEI plus Nef, Z-Lyte FRET kinase assay; inhibition, % at 20 µM; 220,000 tested, 0.68% active; AID 463187, 2010;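 active = Hck-Nef kinase inhibition above about 50%, limit read from the data; inactive = inhibition below that limit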;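 also: 0% = DMSO with Hck plus Nef and 100% = Hck alone without Nef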
Target sequence (P08631 whole entry, looked up): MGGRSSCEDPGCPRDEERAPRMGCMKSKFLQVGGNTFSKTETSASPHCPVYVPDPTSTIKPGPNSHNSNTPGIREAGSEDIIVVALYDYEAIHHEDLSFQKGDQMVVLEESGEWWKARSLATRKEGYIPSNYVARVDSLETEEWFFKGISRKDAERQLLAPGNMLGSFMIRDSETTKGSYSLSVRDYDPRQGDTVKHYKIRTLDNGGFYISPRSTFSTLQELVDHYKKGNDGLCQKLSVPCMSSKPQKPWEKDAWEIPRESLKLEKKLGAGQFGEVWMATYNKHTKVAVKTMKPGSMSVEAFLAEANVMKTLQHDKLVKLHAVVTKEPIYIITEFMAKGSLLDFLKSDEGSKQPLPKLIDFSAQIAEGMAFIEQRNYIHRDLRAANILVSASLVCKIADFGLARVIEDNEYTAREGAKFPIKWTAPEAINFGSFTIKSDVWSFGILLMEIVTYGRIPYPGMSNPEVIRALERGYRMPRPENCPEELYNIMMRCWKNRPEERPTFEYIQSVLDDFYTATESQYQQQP
KLK5 inh: human KLK5 protease inhibitors, primary screen, biochemical, 1536-well; Kallikrein-5 (Homo sapiens), Q9Y337; recombinant hK5, fluorogenic AMC substrate cleavage; inhibition, % at 5 µM; 210,000 tested, 0.59% active; AID 873, 2007;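 active = inhibition of 40% or more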;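 also: 0% = enzyme controls without compound and 100% = no-enzyme blanks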
Cl transport mod: KCC2 cotransporter modulators, thallium flux, primary screen, cell-based, HEK293 KCC2, FluoZin-2 fluorescence, MLSMR. 190,000 tested, 2.2% active. B-score of Tl+ flux slope (higher = more flux/activation; lower = inhibition) at 10 µM. KCC2 cells, thallium flux FluoZin-2 fluorescence. Solute carrier family 12 member 5 (Homo sapiens), Q9H2X9;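 active = thallium flux slope and its plate-corrected score both differing from the plate sample mean at a set confidence after two filtering rounds, in either direction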;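 also: slope of fluorescence scaled to starting intensity during 10 to 20 s after thallium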
Rad51 HR inh: human RAD51 strand exchange inhibitors, primary screen, biochemical, fluorescence; hRad51 DNA strand exchange, fluorescence dequenching; inhibition, % at 10 µM; 200,000 tested, 0.085% active; AID 1385, 2008;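 active = inhibition above 40% at the single screening dose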;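 also: 0% = DMSO control wells and 100% = blanks with heterologous ssDNA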
Target sequence (Q06609 whole entry, looked up): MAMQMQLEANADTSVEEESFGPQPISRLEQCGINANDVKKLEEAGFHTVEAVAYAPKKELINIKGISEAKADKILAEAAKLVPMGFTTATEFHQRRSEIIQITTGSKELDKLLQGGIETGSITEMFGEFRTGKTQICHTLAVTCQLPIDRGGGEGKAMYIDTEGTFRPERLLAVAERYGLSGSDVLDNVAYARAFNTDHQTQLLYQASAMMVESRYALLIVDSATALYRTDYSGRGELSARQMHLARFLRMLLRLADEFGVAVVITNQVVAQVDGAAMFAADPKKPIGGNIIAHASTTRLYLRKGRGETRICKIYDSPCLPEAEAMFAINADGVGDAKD
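Read-out basis: percent inhibition relative to plate controls and blanks / Assay system: human Rad51 nucleoprotein filaments preassembled on unlabelled ssDNA / Timing: filaments 15 min 37 °C, then compound 30 min / Control set: per-plate controls and blanks / Technique: fluorescence dequenching at 485/520 nm / Compound: 10 µM final, single point / Also added: Fluorescein- and BHQ1-tagged 47-mer duplex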
FXIa inh: human FXIa protease inhibitors, primary screen, biochemical, 1536-well. Coagulation factor XI (Homo sapiens), P03951. purified FXIa, Boc-Glu-Ala-Arg-AMC fluorogenic substrate. inhibition, % at 5 µM. 220,000 tested, 0.14% active. AID 798, 2007;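 active = inhibition of at least 40%; inactive = inhibition below 40%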;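 also: fluorescence of freed AMC excited at 355 nm; 0% = enzyme without compound and 100% = no enzyme blank; many of its hits are not listed in these tables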
FXIIa inh 1536: human FXIIa protease inhibitors, primary screen, biochemical, 1536-well | Coagulation factor XII (Homo sapiens), P00748 | purified FXIIa, Boc-QGR-AMC fluorogenic substrate, 2 h | inhibition, % at 5 µM | 220,000 tested, 0.3% active; in the data active = inhibition above about 40%;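 also: 0% = enzyme with no compound and 100% = blank without enzyme; many of its hits are not listed in these tables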
L929 necroptosis: inhibitors of zVAD-triggered necroptosis, primary screen, L929 cells. 220,000 tested, 0.38% active. viability rescue, % at 10 µM. AID 1377, 2008. L929 zVAD necroptosis rescue, ATP luminescence, 24 h; with zVAD 60 µM;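 active = activation, scaled between plate controls, above about 75%, limit read from the data; inactive = activation under that limit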;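 also: 0% = zVAD with DMSO and 100% = DMSO alone without zVAD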
thrombin 1536: human alpha-thrombin inhibitors, primary screen, counter-screen for coagulation protease inhibitor project, biochemical, 1536-well, fluorogenic AMC substrate | inhibition, % at 5 µM | Prothrombin (Homo sapiens), P00734 | 220,000 tested, 0.26% active | Boc-VPR-AMC fluorogenic substrate cleavage;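 active = inhibition at or above 40%; inactive = inhibition below 40%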;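 also: 0% = enzyme with no compound and 100% = wells without enzyme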
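Material: Human alpha-thrombin protein | Buffer or medium: pH 7.5 Tris-saline with Tween 20 | Reagent: Boc-VPR-AMC substrate, 15 µM final | Schedule: Reaction at ambient temperature | Detection: AMC fluorescence at 355 nm excitation and 460 nm emission | Evaluation: Percent inhibition scaled between no-compound controls and no-enzyme blanks | Controls: no-compound enzyme wells and no-enzyme blanks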
TNF death inh: inhibitors of TNF-alpha triggered necroptosis, primary screen, cell-based, Jurkat FADD-/-, single concentration | Jurkat FADD-/- TNF necroptosis rescue, ATP luminescence, 24 h; 0 = TNF only, 100 = no-TNF cells | activation (protection from cell death), % at 10 µM | 220,000 tested, 0.068% active;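 active = activation, meaning protection from cell death, of at least 50% relative to plate controls; inactive = activation below 50%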;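 also: necroptosis triggered by 40 ng/mL TNF-alpha added together with compound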
Starred values were filed as active, the others as inactive; i = inactive; / = no result given. Only part of the results is shown (hit frequency here may not be typical).

SMILES	Hck Nef HTS	KLK5 inh	Cl transport mod	Rad51 HR inh	FXIa inh	FXIIa inh 1536	L929 necroptosis	thrombin 1536	TNF death inh
CCCCCCn1c(=O)[nH]c2nc3cc(N)ccc3nc2c1=O	-7	0	i	i	7	6	-1.1	-8	0.4
Brc1ccc(OCCCCCN2CCOCC2)cc1	-5	-11	-0.013	22	-3	-5	1.1	-2	2.5
CCc1ccc(OCC(=O)N/N=C(\C)c2ccc3c(c2)OCCO3)cc1	4	1	-0.99	2	5	13	1.1	-7	1.8
COC(CNC(=O)CNC(=S)N(CCCN1CCOCC1)Cc1cccs1)OC	-21	-5	1.8	-5	-5	5	1.6	-12	0.3
Cc1nc([N+](=O)[O-])c(SCC(N)=O)n1Cc1ccccc1	15	1	0.48	-13	-3	10	24	-2	-0.8
COc1ccc(OC)c(NC(=O)CCNC(=O)Cn2cnc3ccccc3c2=O)c1	0	/	0.24	/	-2	2	0.6	-5	0.7
Cc1[nH]n(C)c(=O)c1[N+](=O)[O-]	11	3	-0.16	-5	0	11	0.8	1	0.6
CC(C)C(=O)N(Cc1cc2ccccc2[nH]c1=O)C(C)(C)C	2	-8	0.91	/	-4	0	-0.3	-7	-0.4

Next part
SMILES	Hck Nef HTS	KLK5 inh	Cl transport mod	Rad51 HR inh	FXIa inh	FXIIa inh 1536	L929 necroptosis	thrombin 1536	TNF death inh
CC1(C)CC(=O)C(CCCN2C(=O)c3ccccc3C2=O)C(=O)C1	0	-16	0.36	0	3	16	0.2	1	-0.2
COc1cc(/C=N/NC(=O)c2ccc(=O)[nH]n2)ccc1O	1	-18	0.53	/	-3	1	-0.1	-3	0.3
COC(=O)c1[nH]c(C)c(/C(O)=C2\C(=O)C(=O)N(CCN(C)C)C2c2cccc(OC)c2OC)c1C (stereo not drawn)	-9	56*	-0.014	/	5	44*	2.6	11	1.2
O=C(OCCN1CCOCC1)c1ccc2c(c1)OCCO2	-2	-19	/	3	1	17	-0.8	0	0.8
CC(C)c1cc(C(N)=O)c(NC(=O)c2cccc(COc3ccc(Cl)cc3)c2)s1	-1	-4	0.6	/	0	14	-0.4	0	2.0
COc1cc(OC)c(C(=O)NNC(=S)NC2CCCCC2)cc1OC	1	-29	-0.24	4	-8	-1	0.6	-3	1.5
CNCc1ccccc1Sc1cccc2ccccc12	0	-5	-0.35	13	3	1	1.8	-9	5.1
OC1(c2ccccc2)c2ccccc2-c2ncccc21 (stereo not drawn)	20	-1	0.046	2	-2	10	0.6	-2	-0.9

Further results
SMILES	Hck Nef HTS	KLK5 inh	Cl transport mod	Rad51 HR inh	FXIa inh	FXIIa inh 1536	L929 necroptosis	thrombin 1536	TNF death inh
O=C1NC(=O)/C(=C\c2ccccc2Oc2ccc(F)c(F)c2)S1	1	-17	-4.3	6	2	3	-0.1	-3	-2.1
CCOC(=O)c1[nH]nc2c1C(=O)N(Cc1ccccc1)C2=O	2	-10	-0.39	/	-5	2	0.0	-1	-3.5
COc1cccc(CN(C)Cc2nc(C3CC3)no2)c1	-5	/	1.5	-9	1	7	-0.4	0	-0.4
CCCc1cc(NCc2ccccn2)n2c(nc3ccccc32)c1C#N	2	-3	-1.8	-11	0	-5	5.3	-13	0.3
COc1ccc(NC2CC(=O)N(c3cccc([N+](=O)[O-])c3)C2=O)cc1 (stereo not drawn)	-12	-22	0.69	4	2	-4	2.4	-1	0.3
CCCC(C(=O)N1CCOCC1)N1C(=O)C2C3C=CC(C3)C2C1=O (stereo not drawn)	1	13	1.6	-3	-2	-4	0.1	-3	-0.2
CCOC(=O)N1CCN(C(=S)Nc2ccc(C)cc2)CC1	5	-11	0.23	4	8	13	0.4	-6	1.2
O=C(c1ccc(F)cc1F)N1CCN(c2n[nH]c(=O)[nH]c2=O)CC1	5	-12	0.017	-24	-5	3	-0.3	-2	-0.2

Remaining list, next part.
SMILES	Hck Nef HTS	KLK5 inh	Cl transport mod	Rad51 HR inh	FXIa inh	FXIIa inh 1536	L929 necroptosis	thrombin 1536	TNF death inh
CCN1CCN(CC(=O)N2N=C(c3ccc(OC)cc3)CC2c2ccc(OC)cc2)C(=O)C1=O (stereo not drawn)	0	-11	0.32	22	-8	3	0.3	0	0.2
Cc1cccc(C)c1NC(=O)CN(C)C(=O)C(c1ccccc1)c1ccccc1	2	-13	0.067	-1	4	11	0.4	-2	0.4
O=C(N/N=C/c1ccc2nccnc2c1)c1ccncc1	3	-3	-0.72	-6	-7	0	0.4	1	-1.1
CC1CCN(CCc2nc3cc(NC(=O)NC4CCCCC4)ccc3n2C)CC1	1	-21	-0.49	-10	1	14	1.1	2	1.5
CC1CCN(CCCNC(=O)CCCNC(=O)Cn2cnc3sc4c(c3c2=O)CCCC4)CC1	-2	-36	/	-1	-12	11	0.5	0	0.6
COc1cc(NC(=S)NC(=O)c2ccccc2F)ccc1NC(=O)c1ccco1	20	-12	1.2	-41	6	11	0.6	-7	-3.9
COc1ccc(Cl)cc1NC(=S)Nc1ccc(Cl)cn1	19	-10	0.34	9	3	3	-0.1	-8	0.9
Cc1cc(C)c(OCC(O)CN2CCN(c3ccccn3)CC2)c(C)c1 (stereo not drawn)	-4	-19	-1.5	2	-5	-6	1.1	-2	-0.1

Additional compounds:
SMILES	Hck Nef HTS	KLK5 inh	Cl transport mod	Rad51 HR inh	FXIa inh	FXIIa inh 1536	L929 necroptosis	thrombin 1536	TNF death inh
Cc1nnc(SCc2cc(=O)n3[nH]cnc3n2)s1	16	-2	1	-2	-11	-16	-0.9	-6	2.3
COC(=O)c1nn(-c2ccccc2)c(Sc2ccccc2)c1/C=N/O	2	24	/	2	2	11	0.0	2	-4.9
CC1CN(C2CCN(C(=O)c3ccccc3)CC2)CC(C)O1 (stereo not drawn)	-15	1	0.096	1	-2	3	-1.0	-4	1.3
Cc1cccc(NCC(=O)c2c(N)n(C)c(=O)n(C)c2=O)c1C	11	15	/	/	0	9	-0.8	-2	-0.7
CC1=C(C)CC(C(=O)N2CCN(Cc3ccc4c(c3)OCO4)CC2)C(C(=O)O)C1 (stereo not drawn)	19	-2	-0.013	3	-4	9	2.4	-3	-0.1
CCN(CCn1cccn1)C(=O)c1cc(COc2cccc3cccnc23)on1	0	/	/	/	-2	6	0.2	-5	0.3
COc1ccccc1/C=C\C=N\NC(=O)CCn1nnc2ccccc21	0	-5	0.074	5	23	26	1.2	-10	2.4
CSc1ncc(Cl)c(C(=O)Nc2cccc(C)c2)n1	1	-9	-1.7	0	-2	3	0.9	-18	0.2

Next section
SMILES	Hck Nef HTS	KLK5 inh	Cl transport mod	Rad51 HR inh	FXIa inh	FXIIa inh 1536	L929 necroptosis	thrombin 1536	TNF death inh
CCOC(=O)C(CCCCP(=O)(c1ccccc1)c1ccccc1)(NC(C)=O)C(=O)OCC	14	2	0.51	-2	2	10	0.0	2	-0.5
O=C(CCCOc1ccc(Cl)cc1Cl)N/N=C/c1cccc([N+](=O)[O-])c1	5	-8	0.51	14	3	9	0.1	-1	1.7
Cc1ccc(OCCN2C(=O)C(=O)c3cccc(C)c32)cc1	20	-1	/	9	-4	0	1.0	-7	0.7
CNc1c(C(=O)O)ccc2c1C(=O)c1ccccc1C2=O	4	-6	-0.58	4	23	21	0.9	-14	-5.0
CCONC(=O)Nc1ccccc1	0	1	0.81	5	21	22	0.5	-5	0.8
CC(=O)N1CCC2(CC1)C/C(=N\NC(=S)Nc1ccccc1F)c1cc(O)ccc1O2	28	1	0.34	20	0	9	-1.4	1	3.5
Cc1sc2nc(CSc3nc4ccccc4c(=O)n3CCCN3CCOCC3)[nH]c(=O)c2c1C	3	-7	0.053	-47	-3	12	1.1	-1	9.6
O=C(NC(=S)NNS(=O)(=O)c1ccccc1)c1ccc([N+](=O)[O-])cc1	12	-37	0.48	12	8	13	-0.3	-5	0.7

Single records (already shown):
Shown for Cc1sc2nc(CSc3nc4ccccc4c(=O)n3CCCN3CCOCC3)[nH]c(=O)c2c1C : Hck Nef HTS: 3; KLK5 inh: -7; Cl transport mod: 0.053; Rad51 HR inh: -47; FXIa inh: -3; FXIIa inh 1536: 12; L929 necroptosis: 1.1; thrombin 1536: -1; TNF death inh: 9.6
Shown for Cc1cccc(C)c1NC(=O)CN(C)C(=O)C(c1ccccc1)c1ccccc1 : Hck Nef HTS: 2; KLK5 inh: -13; Cl transport mod: 0.067; Rad51 HR inh: -1; FXIa inh: 4; FXIIa inh 1536: 11; L929 necroptosis: 0.4; thrombin 1536: -2; TNF death inh: 0.4

Following part
SMILES	Hck Nef HTS	KLK5 inh	Cl transport mod	Rad51 HR inh	FXIa inh	FXIIa inh 1536	L929 necroptosis	thrombin 1536	TNF death inh
C[n+]1c2n(c3ccccc31)N=C(c1ccc(Cl)cc1)CS2	2	-6	/	2	-2	16	0.2	-1	-11
C=CCOC(=O)C1=C[C@H](c2cn(C(C)=O)c3ccccc23)C[C@H](OCc2ccc(CO)cc2)O1	10	1	0.77	-6	-1	9	0.2	-4	3.1
Cc1ccc(C)c(-n2c(SCC(=O)N3CCC(C(=O)O)CC3)nnc2-c2cccc(Cl)c2)c1	20	-3	2	10	-4	6	0.0	-13	0.4
Cc1ccc(-c2cc(C(=O)N/N=C/c3ccco3)n[nH]2)s1	6	-9	-3.4	-2	2	6	7.8	-6	-1.1
CCN(CC)CCCN1C=C2C(=O)C(C)(OC(=O)CCc3ccccc3)C(=O)C=C2C=C1c1ccc(C#N)cc1 (stereo not drawn)	18	3	0.6	6	2	8	-0.3	-2	0.5
CCn1c(-c2cccc(S(=O)(=O)N3CCCC3)c2)n[nH]c1=S	4	2	-0.1	2	-4	13	0.4	1	1.0
CCC(C)(C)n1nnnc1C(c1ccccn1)N1CCCCC1 (stereo not drawn)	-10	-2	0.78	4	5	10	-0.1	-4	-0.6
